Assay outcomes: PubChem, several laboratories
FadD28 binding: M. tuberculosis FadD28 bisubstrate binding inhibition; inhibition, % at 12.5 µM; AID 588549; FadD28 bisubstrate probe binding, fluorescence polarization; 360,000 compounds, 0.22% hits; in the data active = inhibition above about 8.5%, passing the limit was not always enough; inconclusive = no clear call, values can overlap the other calls
GDH-TPI counter: counter-screen for M. tuberculosis FBA inhibitors: GDH-TPI coupled enzymes | GDH-TPI coupled enzyme counterscreen, NADH absorbance | 360,000 compounds, 1.2% hits | inhibition, % at 4.8 µM; in the data active = inhibition above about 30%;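 also: 0% = DMSO wells and 100% = wells lacking the enzyme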
PfHsp40 rescue: restores yeast growth despite PfHsp40 toxicity | 340,000 compounds, 0.68% hits | AID 504582 | growth rescue, % at 12.5 µM | S. cerevisiae expressing PfHsp40, growth rescue, ATP luminescence; in the data active = growth rescue above about 28%, passing the limit was not always enough; inconclusive = no clear call, values can overlap the other calls;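 also: yeast W303a lacking pdr1 and pdr3 grown in galactose medium; growth measured after three days at 30 °C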
BoNT-F LC inh: inhibitors of Botulinum neurotoxin F light chain protease; inhibition, % at 10 µM; AID 588497; 360,000 compounds, 0.22% hits; Multiplex microsphere protease cleavage assay, flow cytometry; in the data active = inhibition above about 35%, passing the limit was not always enough; inconclusive = no clear call, values can overlap the other calls; also: plate controls were buffer without enzyme for full effect and enzyme alone for no effect
BoNT-A LC inh2: BoNT A light chain protease inhibition; AID 588499; 360,000 compounds, 0.17% hits; multiplex microsphere protease substrate cleavage, flow cytometry; inhibition, % at 10 µM; also: plate controls were buffer without enzyme for full effect and enzyme alone for no effect
Mtb FBA inh: Mtb fructose-bisphosphate aldolase inhibition. P9WQA3. purified M. tuberculosis FBA, fluorescence read-out. inhibition, % at 1 µM. 360,000 compounds, 2.3% hits; in the data active = inhibition above about 27%;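 also: 0% = vehicle and 100% = reference inhibitor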
Target sequence (P9WQA3 whole entry, looked up): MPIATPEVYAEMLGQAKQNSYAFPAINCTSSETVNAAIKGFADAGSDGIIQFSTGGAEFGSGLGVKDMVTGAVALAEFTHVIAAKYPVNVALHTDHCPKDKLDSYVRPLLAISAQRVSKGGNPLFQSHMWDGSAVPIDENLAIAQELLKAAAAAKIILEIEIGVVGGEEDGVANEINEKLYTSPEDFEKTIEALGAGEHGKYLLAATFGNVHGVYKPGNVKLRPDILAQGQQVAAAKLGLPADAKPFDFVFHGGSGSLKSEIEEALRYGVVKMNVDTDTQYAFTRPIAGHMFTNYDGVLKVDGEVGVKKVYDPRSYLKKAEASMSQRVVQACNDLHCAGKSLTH
Anthrax LF inh2: blocks Bacillus anthracis lethal factor protease | 360,000 compounds, 0.12% hits | multiplex microsphere protease cleavage assay, LF | AID 588501 | P15917 | inhibition, % at 10 µM; also: plate controls were buffer without enzyme for full effect and enzyme alone for no effect
UGM FP inh: blocks M. tuberculosis UGM enzyme; inhibition, % at 10 µM; purified UGM, fluorescence polarization probe displacement; 320,000 compounds, 0.06% hits; AID 504406; in the data active = inhibition above about 10%, passing the limit was not always enough; inconclusive = no clear call, values can overlap the other calls
Target sequence (P9WIQ1 whole entry, looked up): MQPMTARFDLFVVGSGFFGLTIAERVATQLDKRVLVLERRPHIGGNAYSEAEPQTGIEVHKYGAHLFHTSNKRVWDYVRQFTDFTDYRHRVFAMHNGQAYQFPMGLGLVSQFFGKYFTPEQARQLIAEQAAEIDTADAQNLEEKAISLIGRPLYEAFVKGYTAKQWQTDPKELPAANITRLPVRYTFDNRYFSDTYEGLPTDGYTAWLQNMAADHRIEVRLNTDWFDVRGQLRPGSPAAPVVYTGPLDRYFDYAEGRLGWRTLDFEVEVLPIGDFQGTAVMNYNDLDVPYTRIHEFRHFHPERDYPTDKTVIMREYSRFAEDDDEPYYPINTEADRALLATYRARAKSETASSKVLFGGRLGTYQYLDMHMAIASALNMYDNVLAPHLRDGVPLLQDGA
BioA inh: blocks M. tuberculosis BioA enzyme activity; purified M. tuberculosis BioA enzyme, plate reader; 360,000 compounds, 0.096% hits; inhibition, % at 9.99 µM; in the data active = inhibition above about 40%; inconclusive = no clear call, values can overlap the other calls
The depositor's hits bear a star. Rule as the data show it, unless noted: active = inhibition above about 30%; inconclusive = no clear call, values can overlap the other calls; inactive = below that.

Screening CCCC(C(=O)NCC1CCCO1)N(Cc1ccco1)C(=O)CNS(=O)(=O)c1ccccc1 (configuration not stated) returned FadD28 binding -0.6, GDH-TPI counter -1, PfHsp40 rescue -1.1, BoNT-F LC inh -3, BoNT-A LC inh2 0.7, Mtb FBA inh 2, Anthrax LF inh2 -1, UGM FP inh -0.2 and BioA inh -1.1.
`CCCOc1ccc(C(=O)NNC(=S)NC(=O)c2ccco2)cc1` gave FadD28 binding -1.8, GDH-TPI counter 15, PfHsp40 rescue 108*, BoNT-F LC inh inconclusive, BoNT-A LC inh2 inconclusive, Mtb FBA inh -1, Anthrax LF inh2 6 and UGM FP inh 0.4.
Screening CN(C)C(CNC(=O)CNC(=O)c1ccc(Br)cc1)c1ccccc1 (configuration not stated) returned FadD28 binding -0.9, GDH-TPI counter -1, PfHsp40 rescue -0.1, BoNT-F LC inh -9, BoNT-A LC inh2 -1.5, Mtb FBA inh 2, Anthrax LF inh2 -2 and UGM FP inh -1.1.
For Cc1[nH]n(C(N)=S)c(=O)c1N=Nc1ccc(S(=O)(=O)N2CCCC2)cc1 the results were FadD28 binding -0.7, GDH-TPI counter 15, PfHsp40 rescue -1.3, BoNT-F LC inh -26, BoNT-A LC inh2 -1.1, Mtb FBA inh -13, Anthrax LF inh2 -6, UGM FP inh -0.6 and BioA inh -0.9.
COc1ccc(-n2c(O)c(C=NC3CC3)c(=O)[nH]c2=O)cc1 was read as FadD28 binding 0.5, GDH-TPI counter 3, PfHsp40 rescue -1.3, BoNT-F LC inh 1, BoNT-A LC inh2 0.2, Mtb FBA inh -2, Anthrax LF inh2 2, UGM FP inh -2.2 and BioA inh -1.3.
CC(Oc1ccccc1)C(=O)N(CCC1=CCCCC1)c1c(N)n(Cc2ccccc2)c(=O)[nH]c1=O (configuration not stated) was read as FadD28 binding -2.7, GDH-TPI counter 10, PfHsp40 rescue -0.4, BoNT-F LC inh -1, BoNT-A LC inh2 -0.6, Mtb FBA inh 5, Anthrax LF inh2 6, UGM FP inh -0.5 and BioA inh -0.9.
COc1ccc(NC(=O)c2ccc[n+]([O-])c2)cc1 was read as FadD28 binding -3.4, GDH-TPI counter -1, PfHsp40 rescue 3.1, BoNT-F LC inh inconclusive, BoNT-A LC inh2 -0.8, Mtb FBA inh 0, Anthrax LF inh2 -6, UGM FP inh -1.2 and BioA inh 8.4.
`O=C(OCc1nc2ccccc2s1)c1cnccn1` gave FadD28 binding -3.0, GDH-TPI counter -2, PfHsp40 rescue -0.9, BoNT-F LC inh 9, BoNT-A LC inh2 -0.1, Mtb FBA inh 0, Anthrax LF inh2 0 and UGM FP inh 2.2.
`Cn1c(N)c(C(=O)COC(=O)c2cnc(Cl)c(Cl)c2)c(=O)n(C)c1=O` gave FadD28 binding -3.1, GDH-TPI counter 0, PfHsp40 rescue 0.4, BoNT-F LC inh -2, BoNT-A LC inh2 -0.3, Mtb FBA inh -4, Anthrax LF inh2 -2 and UGM FP inh 0.8.
`O=C(CCn1nnc2ccccc21)Nc1nnc(COc2ccccc2F)s1` gave FadD28 binding -3.3, GDH-TPI counter 1, PfHsp40 rescue -0.8, BoNT-F LC inh 8, BoNT-A LC inh2 1.1, Mtb FBA inh 0, Anthrax LF inh2 0, UGM FP inh -4.0 and BioA inh -1.0.
N#CC1=C(N)Oc2c(c(=O)oc3ccccc23)C1c1cccnc1 (configuration not stated) was read as FadD28 binding -0.9, GDH-TPI counter -3, PfHsp40 rescue -1.4, BoNT-F LC inh -7, BoNT-A LC inh2 0.1, Mtb FBA inh -1, Anthrax LF inh2 -3 and UGM FP inh -1.3.
For Cc1cc(C)n2nc(SCCOc3ccccc3)nc2n1 the results were FadD28 binding -0.9, GDH-TPI counter 1, PfHsp40 rescue -1.0, BoNT-F LC inh 0, BoNT-A LC inh2 -0.8, Mtb FBA inh -4, Anthrax LF inh2 -2 and UGM FP inh -3.8.
`CNc1oc(-c2ccccc2)nc1S(=O)(=O)c1ccc(C)cc1` gave FadD28 binding -3.3, GDH-TPI counter -4, PfHsp40 rescue -0.2, BoNT-F LC inh 7, BoNT-A LC inh2 1.4, Mtb FBA inh -2, Anthrax LF inh2 -6, UGM FP inh -0.1 and BioA inh -1.0.
`Cn1cc(/C=N\O)nc2c(=O)n(-c3ccccc3)c(=O)nc1-2` gave FadD28 binding 0.5, GDH-TPI counter -1, PfHsp40 rescue -1.4, BoNT-F LC inh -4, BoNT-A LC inh2 0.3, Mtb FBA inh 7, Anthrax LF inh2 0 and UGM FP inh 1.1.
For Clc1ccc(Cl)c(-c2ccc(/C=N/c3ncn[nH]3)o2)c1 the results were FadD28 binding 0.0, GDH-TPI counter 11, PfHsp40 rescue -0.3, BoNT-F LC inh 1, BoNT-A LC inh2 inconclusive, Mtb FBA inh 0, Anthrax LF inh2 -12 and UGM FP inh -1.6.
For CC(Oc1ccccc1)C(=O)N=C1SC2CS(=O)(=O)CC2N1c1ccc(F)cc1 (configuration not stated) the results were FadD28 binding 0.5, GDH-TPI counter 5, PfHsp40 rescue 1.3, BoNT-F LC inh -3, BoNT-A LC inh2 -0.1, Mtb FBA inh 1, Anthrax LF inh2 -5, UGM FP inh 1.4 and BioA inh 1.7.
`O=C(Nc1ccc2ccccc2c1)N1CCN(c2ncccc2C(F)(F)F)CC1` gave FadD28 binding 0.8, GDH-TPI counter -3, PfHsp40 rescue 5.2, BoNT-F LC inh -7, BoNT-A LC inh2 1.0, Mtb FBA inh 37*, Anthrax LF inh2 2, UGM FP inh 0.0 and BioA inh 0.1.
O=C(NC1CCCCC1)N1CCNCC1 was read as FadD28 binding 1.9, GDH-TPI counter 5, PfHsp40 rescue 1.1, BoNT-F LC inh inconclusive, BoNT-A LC inh2 0.8, Mtb FBA inh 0, Anthrax LF inh2 10, UGM FP inh -1.9 and BioA inh -1.0.
COc1ccc([N+](=O)[O-])cc1NC(=O)C(C)OC(=O)Cn1[nH]c(=O)c2ccccc2c1=O (configuration not stated) was read as FadD28 binding 0.7, GDH-TPI counter 13, PfHsp40 rescue -0.9, BoNT-F LC inh 5, BoNT-A LC inh2 3.8, Mtb FBA inh 1, Anthrax LF inh2 3, UGM FP inh 0.2 and BioA inh 1.1.
CC1(C)CCCC2=C1CC1C(=O)N(Cc3cccnc3)C(=O)C1C2 (configuration not stated) was read as FadD28 binding -0.5, GDH-TPI counter -3, PfHsp40 rescue 0.6, BoNT-F LC inh -2, BoNT-A LC inh2 -1.3, Mtb FBA inh 3, Anthrax LF inh2 -11, UGM FP inh -2.0 and BioA inh -2.1.
For CCC1=C(c2ccc(C)cc2)S(=O)(=O)N=C1N1CCC(C(=O)NCCCN2CCCCC2C)CC1 (configuration not stated) the results were FadD28 binding -1.7, GDH-TPI counter -2, PfHsp40 rescue -0.8, BoNT-F LC inh 3, BoNT-A LC inh2 1.5, Mtb FBA inh -1, Anthrax LF inh2 0, UGM FP inh 0.3 and BioA inh -0.3.
`CCOc1ccc(C(=O)NC(=S)NCc2cccnc2)cc1[N+](=O)[O-]` gave FadD28 binding -2.9, GDH-TPI counter 5, PfHsp40 rescue 0.5, BoNT-F LC inh -3, BoNT-A LC inh2 0.4, Mtb FBA inh -2, Anthrax LF inh2 -2 and UGM FP inh 1.7.
COc1ccc(C(=O)NCCc2nnc3ccc(SCC(=O)NCCc4ccc(OC)c(OC)c4)nn23)cc1 was read as FadD28 binding -3.5, GDH-TPI counter 10, PfHsp40 rescue 0.0, BoNT-F LC inh 4, BoNT-A LC inh2 5.8, Mtb FBA inh 0, Anthrax LF inh2 -3, UGM FP inh 0.5 and BioA inh -2.6.
CCN(CC)c1ccc(C=NN2CCCCCC2)cc1 was read as FadD28 binding -4.3, GDH-TPI counter 11, PfHsp40 rescue -1.0, BoNT-F LC inh -1, BoNT-A LC inh2 -1.0, Mtb FBA inh 0, Anthrax LF inh2 -6 and BioA inh 6.8.
`CS(=O)(=O)Nc1ccccc1C(=O)NCCSCc1ccccc1` gave FadD28 binding 0.8, GDH-TPI counter 6, PfHsp40 rescue -0.5, BoNT-F LC inh 0, BoNT-A LC inh2 0.2, Mtb FBA inh 26, Anthrax LF inh2 -1 and UGM FP inh 1.0.
CCC(=O)N=c1n(C)c2ccccc2n1CCOc1ccccc1 was read as FadD28 binding -0.2, GDH-TPI counter -4, PfHsp40 rescue -0.8, BoNT-F LC inh -2, BoNT-A LC inh2 -1.4, Mtb FBA inh -1, Anthrax LF inh2 2 and UGM FP inh -2.6.
CC(NC(=O)C(C)N1C(=O)c2cccc([N+](=O)[O-])c2C1=O)c1ccccc1 (configuration not stated) was read as FadD28 binding 1.5, GDH-TPI counter 1, PfHsp40 rescue -0.1, BoNT-F LC inh 7, BoNT-A LC inh2 3.4, Mtb FBA inh 3, Anthrax LF inh2 4, UGM FP inh 0.2 and BioA inh -0.7.
For O=C(C1CC=CCC1)N1CCN(S(=O)(=O)c2ccc(F)cc2)CC1 (configuration not stated) the results were FadD28 binding -0.8, GDH-TPI counter 6, PfHsp40 rescue 0.3, BoNT-F LC inh -4, BoNT-A LC inh2 -0.1, Mtb FBA inh 5, Anthrax LF inh2 2 and BioA inh -0.8.
CSc1cccc(NC(=S)N2CCCN(Cc3ccccc3F)C2)c1 was read as FadD28 binding -3.1, GDH-TPI counter -5, PfHsp40 rescue 1.5, Mtb FBA inh 5 and UGM FP inh 2.1.
CCc1cccc(CC)c1NC(=O)COC(=O)c1ccccc1-c1nc2ccccc2s1 was read as FadD28 binding -1.3, GDH-TPI counter 15, PfHsp40 rescue 0.6, BoNT-F LC inh -3, BoNT-A LC inh2 -0.7, Mtb FBA inh 5, Anthrax LF inh2 1 and UGM FP inh -2.0.

Three neighbouring records out of the list so far:
For CC(Oc1ccccc1)C(=O)N=C1SC2CS(=O)(=O)CC2N1c1ccc(F)cc1 (configuration not stated) the results were FadD28 binding 0.5, GDH-TPI counter 5, PfHsp40 rescue 1.3, BoNT-F LC inh -3, BoNT-A LC inh2 -0.1, Mtb FBA inh 1, Anthrax LF inh2 -5, UGM FP inh 1.4 and BioA inh 1.7.
`O=C(Nc1ccc2ccccc2c1)N1CCN(c2ncccc2C(F)(F)F)CC1` gave FadD28 binding 0.8, GDH-TPI counter -3, PfHsp40 rescue 5.2, BoNT-F LC inh -7, BoNT-A LC inh2 1.0, Mtb FBA inh 37*, Anthrax LF inh2 2, UGM FP inh 0.0 and BioA inh 0.1.
O=C(NC1CCCCC1)N1CCNCC1 was read as FadD28 binding 1.9, GDH-TPI counter 5, PfHsp40 rescue 1.1, BoNT-F LC inh inconclusive, BoNT-A LC inh2 0.8, Mtb FBA inh 0, Anthrax LF inh2 10, UGM FP inh -1.9 and BioA inh -1.0.

Continued.
`Cc1ccc(C)c(NC(=O)COC(=O)c2ccc[n+]([O-])c2)c1` gave FadD28 binding -0.2, GDH-TPI counter 13, PfHsp40 rescue 2.3, BoNT-F LC inh -9, BoNT-A LC inh2 -0.4, Mtb FBA inh -1, Anthrax LF inh2 2, UGM FP inh 3.3 and BioA inh -0.2.
CC1SC(C)C(=O)N(CC(=O)Nc2ccc3c(c2)OCO3)C1=O (configuration not stated) was read as FadD28 binding -2.9, GDH-TPI counter -9, PfHsp40 rescue -0.8, BoNT-F LC inh -8, BoNT-A LC inh2 1.1, Mtb FBA inh 0, Anthrax LF inh2 -2 and UGM FP inh 0.4.
`COC(=O)c1ccc(NC(=O)c2ccccc2)o1` gave FadD28 binding -4.9, GDH-TPI counter -2, PfHsp40 rescue 1.5, BoNT-F LC inh -2, BoNT-A LC inh2 0.0, Mtb FBA inh 2, Anthrax LF inh2 0, UGM FP inh 0.7 and BioA inh 1.0.
`COCCCNC(=S)NC1CC2CCC(C1)N2Cc1ccccc1` (configuration not stated) gave FadD28 binding -1.2, GDH-TPI counter -2, PfHsp40 rescue 35*, BoNT-F LC inh -2, BoNT-A LC inh2 0.3, Mtb FBA inh 0, Anthrax LF inh2 1 and UGM FP inh 2.7.
`CC(Sc1ncc(C(F)(F)F)cc1Cl)C(=O)NC(N)=O` (configuration not stated) gave FadD28 binding -2.3, GDH-TPI counter -1, PfHsp40 rescue -1.4, BoNT-F LC inh -6, BoNT-A LC inh2 -0.2, Mtb FBA inh 0, Anthrax LF inh2 -4, UGM FP inh 0.6 and BioA inh -1.1.
